# XIAP displacement: small molecules displacing peptide from XIAP – biochemical, IAP family, fluorescence polarization (AID 1018); 0.007% of 200,000 active; XIAP BIR domain, fluorescence polarization peptide displacement; higher % means a stronger effect; displacement, % at 20 µM; hits with a dose series show IC50 in µM; in the data active means displacement above about 50%; further: a part of the inactive calls stands beside numbers as strong as those of hits
# Siah-1 displacement: blockers of Siah-1 interaction with plectin peptide – biochemical, fluorescence polarization, rhodamine-plectin, uHTS, primary screen (AID 1817); Siah-1 / rhodamine-plectin peptide fluorescence polarization; higher % means a stronger effect; 0.02% of 290,000 active; one-dose displacement, % at 20 µM; IC50 in µM for titrated hits;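 active means displacement of at least 50% at 20 µM, with a fluorescence ratio check between 0.3 and a set limit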;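 further: plate controls were Siah plus tracer with DMSO for no effect and tracer alone without Siah for full effect; strong numbers were not always called active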
# LYP phosphatase: PTPN22 lymphoid phosphatase activity blockers – biochemical, fluorescence intensity, uHTS (AID 1779) | 0.054% of 290,000 active | inhibition, % at 11.5 µM, or IC50 in µM where a hit was titrated | recombinant LYP phosphatase, fluorescence intensity; higher % means a stronger effect;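 further: plate controls were vehicle with enzyme for no effect and no enzyme for full effect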
# AID2073: disruptors of CaV2.2 binding to Mint1 – biochemical, HTRF (AID 2073); HTRF protein-protein interaction, Mint1-CaV2.2; higher % means a stronger effect; inhibition, % at 20 µM; hits with a dose series show IC50 in µM; 0.19% of 290,000 active; in the data active means inhibition mostly above about 51%, no sharp cut-off; inconclusive means no clear call, values can overlap the other calls; inactive means mostly below about 53%; further: some results filed as inactive read as strong as hits
# Dengue-2 NS5 capping: Dengue-2 NS5 methyltransferase inhibitors, primary screen, biochemical, confirmation dose response (AID 588689) | Dengue-2 NS5 methyltransferase capping enzyme assay, biochemical; higher % means a stronger effect | inhibition, % at 25 µM; hits with a dose series show IC50 in µM | 0.3% of 340,000 active; in the data active means a potency from the dose series; inconclusive means inhibition above about 29% without an active follow-up result
# Myeloid diff MLP: compounds promoting myeloid differentiation; ER-HoxA9 myeloid progenitors, lysozyme-GFP differentiation, flow cytometry; calls only at 10 µM; 1% of 360,000 active;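 active means normalized GFP-positive differentiation at or above the plate's own cutoff, the solvent-only control mean plus 3 SD; inconclusive means no clear call, values can overlap the other calls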;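 further: cells exposed to compound for four days before flow analysis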
# HEK293 NOD2/NF-kB: NOD2 signaling inhibitors, cell-based, luminescence, uHTS, HEK293 (AID 1566) | HEK293 NOD2/NF-kB luciferase reporter, luminescence; higher % means a stronger effect | one-dose inhibition, % at 4 µM; EC50 in µM for titrated hits | 0.63% of 290,000 active; further: many of its hits are not listed in these tables
# HIV peptide binding: inhibitors of HIV fusion peptide binding, primary screen, biochemical, uHTS, fluorescence dequenching (AID 1986). cell-free peptide binding, fluorescence dequenching, 30 min; higher % means a stronger effect. inhibition, % at 20 µM, or IC50 in µM where a hit was titrated. 0.3% of 290,000 active; in the data active means inhibition mostly above about 52%, no sharp cut-off; inactive means mostly below about 76%; further: some results filed as inactive read as strong as hits
# Lipid droplet: hepatic lipid droplet formation modulation | 0.4% of 240,000 active | AML12 mouse hepatocytes, oleate lipid droplets, BODIPY imaging | inhibition, % at 6.5 µM;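 active means lipid droplet intensity inhibited by at least 50%, with more than 500 cells counted; inconclusive means wells with under 300 cells, treated as cytotoxic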
#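 Assay system: AML12 hepatocytes (mouse) / Also added: 100 µM oleic acid challenge / Times: overnight treatment with compound plus oleate / Detection: high-content imaging of BODIPY-stained droplets and DAPI nuclei / Evaluation: % inhibition of lipid droplet signal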
# Lipid droplet cells 6.5 µM: recorded beside Lipid droplet, whose call it bears; cell count; measured here: cell count, cytotoxicity flag;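 cells counted across two imaged fields per well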
# Dengue-2 NS5 capping pilot replicate: further read-out of Dengue-2 NS5 capping, marked with its call; inhibition, %; measured here: pilot screen replicate inhibition
# Myeloid diff MLP GFP+ MAC1+ %: also measured in Myeloid diff MLP; calls as there; GFP+ MAC1+ double positive, %; measured here: differentiation confirmed by MAC1 staining
# * marks the source's active call; other numbers are inactive results; i = inactive; ? = inconclusive; . = not tested or not shown. Unless noted, no stated cut-off is given here; in the data, active means inhibition above about 50%; inactive means the rest.
SMILES,XIAP displacement,Siah-1 displacement,LYP phosphatase,AID2073,Dengue-2 NS5 capping,Myeloid diff MLP,Myeloid diff MLP GFP+ MAC1+ %,HEK293 NOD2/NF-kB,HIV peptide binding,Lipid droplet,Lipid droplet cells 6.5 µM,others
CC1=C(C#N)C(c2ccc(O)cc2)C2=C(CC(C)(C)CC2=O)N1 (configuration not stated),0.5%,4%,-1%,26%,-2%,i,0.6,15%,-1.7%,-17,635,
CCN(CC)c1nc(SCCOC(=O)Nc2ccccc2)nc(N(CC)CC)n1,-8.2%,8%,4%,16%,3%,i,1.2,9%,-0.6%,-3,762,
COc1ccc(CCNc2ccc(S(N)(=O)=O)cn2)cc1,.,-1%,-4%,-7%,-7%,i,1.6,-2%,-1.8%,6,818,
CCN(C(C)=O)c1nc(CCl)cs1,-1.1%,6%,-9%,-13%,2%,i,1.0,6%,-0.8%,1,676,
CN1CCCC(OC(=O)c2ccc(S(=O)(=O)N(C)C)cc2)C1 (configuration not stated),.,0%,-12%,6%,-4%,i,0.1,-16%,-1.2%,-3,419,
CCOc1ccccc1C1CC(=O)NC(SCC)=C1C#N (configuration not stated),-4.4%,0%,5%,-2%,-6%,i,7.5,-2%,-0.8%,-12,441,
Cc1ccccc1CC(=O)N1CCN(C(=O)C2CCCO2)CC1 (configuration not stated),.,12%,-10%,9%,-2%,i,3.5,17%,2.0%,-2,668,
Cc1cccc(NC(=O)CSCC(=O)NCc2ccco2)c1,.,8%,-7%,3%,-1%,i,0.0,2%,1.9%,8,899,
COCCn1c(C(C)C)nc2sc3ccccc3c(=O)c2c1=O,-8.1%,2%,-4%,-4%,-10%,i,0.8,-2%,-2.3%,.,.,
CC1CCCCC1NC(=O)c1cncc(Br)c1 (configuration not stated),-2.3%,3%,-7%,5%,-5%,i,0.7,21%,1.7%,.,.,
CCN(C(=O)CCc1nnc2ccc(N3CCC4(CC3)OCCO4)nn12)c1ccccc1,.,4%,-12%,0%,-1%,i,0.0,-2%,-0.4%,-2,764,
O=C(COC(=O)c1ccc2c(c1)C(=O)N(Cc1ccco1)C2=O)NCC(F)(F)F,.,-2%,-9%,7%,-6%,?,.,14%,1.5%,-2,844,
COc1ccc(CCNCC(O)COc2ccc(OC)cc2C(C)(C)C)cc1 (configuration not stated),.,2%,-4%,-7%,1%,i,0.4,-2%,-0.6%,-51,807,
CC1CCCC(C)N1CCCNC(=O)CCn1c(=O)c2cccn2c2cccnc21 (configuration not stated),.,6%,-13%,8%,-3%,i,0.6,5%,-1.8%,3,693,
NC(=O)c1cn(-c2ccccc2)nc1-c1cc2ccccc2oc1=O,-4.5%,-3%,0%,17%,-6%,i,2.6,5%,1.9%,-6,733,
CN(C)c1nc(OCCOC(=O)c2ccccc2)nc(N(C)C)n1,-5.1%,4%,-1%,6%,0%,i,1.3,-15%,1.1%,.,.,
CCOC(=O)c1c(C2CC2)csc1NC(=O)COC(=O)c1cnc(Cl)c(Cl)c1,1.9%,1%,-3%,-3%,-9%,i,0.5,11%,0.0%,-30,561,
Cc1sc2nc(CN3CCOCC3)nc(N3CCOCC3)c2c1C,-4.4%,-3%,-7%,-13%,2%,i,0.7,14%,-1.1%,-7,707,
O=C(CCC(=O)Nc1ccccc1)NNC(=O)c1ccccc1Cl,-3.1%,0%,-4%,15%,-12%,i,0.6,3%,-0.3%,3,684,
Cc1ccc(NC(=O)CN2C(=O)C(C)Oc3ccccc32)nc1 (configuration not stated),-0.2%,4%,0%,-8%,1%,i,6.6,4%,2.0%,.,.,
S=C(NC1CCCCC1)N1CCn2cccc2C1c1ccncc1 (configuration not stated),-0.3%,11%,-12%,-10%,-3%,i,0.0,-3%,3.5%,18,714,
CCn1nc(C(=O)OCC(=O)c2ccc3c(c2)OCCO3)c2ccccc2c1=O,-2.5%,-2%,-9%,0%,1%,i,0.0,8%,-1.6%,.,.,
CCN1CCN(c2cc(C)c3cc(NC(=O)c4cnccn4)ccc3n2)CC1,-6.8%,-4%,-1%,28%,-1%,i,3.4,2%,0.0%,.,.,
COc1ccc(C(=O)Cn2c(N3CCOCC3)nc3ccccc32)cc1OC,-3.6%,-3%,-13%,-2%,.,.,.,6%,-1.1%,.,.,
COc1ccc(/C(C)=N/N2C(=O)c3ccccc3NC2c2ccc(O)c(OC)c2)cc1 (configuration not stated),-4.2%,2%,-4%,9%,-5%,i,13,-14%,9.3%,8,722,
# (next part)
SMILES,XIAP displacement,Siah-1 displacement,LYP phosphatase,AID2073,Dengue-2 NS5 capping,Myeloid diff MLP,Myeloid diff MLP GFP+ MAC1+ %,HEK293 NOD2/NF-kB,HIV peptide binding,Lipid droplet,Lipid droplet cells 6.5 µM,others
COC(=O)c1ccc(NC(=O)CCN2CCN(Cc3ccccc3)CC2)cc1,2.8%,4%,-6%,-5%,-6%,i,1.2,9%,1.9%,-6,656,
COc1ccc(S(=O)(=O)Nc2ccc(F)c(Cl)c2)cc1OC,-3.6%,-6%,-8%,-4%,1%,i,0.5,12%,-2.2%,.,.,
c1cc(CN2CCN(C3CCCCCC3)CC2)ccn1,-2.1%,13%,-3%,-1%,1%,i,0.2,-10%,2.4%,9,655,
COc1cccc(N=Nc2c(N)[nH]n3c(=O)c4c(nc23)CCCC4)c1,-1.8%,6%,-1%,36%,.,i,0.1,1%,-2.7%,24,706,
CC(C(=O)N1CCCCCC1)N(c1ccc(Cl)cc1)S(C)(=O)=O (configuration not stated),.,0%,-10%,8%,-7%,i,0.3,2%,-1.9%,-11,785,Dengue-2 NS5 capping pilot replicate=2.7
Cc1ccc(C)c(NS(=O)(=O)c2c(C)nc3sccn3c2=O)c1,.,-2%,-3%,9%,3%,i,2.6,4%,0.9%,-22,757,
CCCN1CCCc2ccccc21,-1.5%,0%,-3%,42%,-3%,i,3.1,9%,0.9%,6,762,
CCC(CC)c1nc(C#N)c(NC(C)c2ccccc2)o1 (configuration not stated),-10%,-13%,0%,3%,4%,i,0.4,24%,0.2%,-2,743,
CCOC(=O)C(O)(CC(=O)c1ccc(OC)cc1)C(F)(F)F (configuration not stated),-1.0%,-7%,-9%,-6%,-4%,i,0.6,-3%,-0.4%,5,722,
CCOc1cc(S(=O)(=O)n2cnc(C)c2)ccc1Cl,19%,-6%,-4%,-4%,-9%,i,0.2,0%,-0.6%,-1,667,
Cc1ccc(-n2nnnc2SCc2nc3sc(C)c(C)c3c(=O)[nH]2)cc1,-2.6%,16%,-3%,12%,7%,i,0.6,3%,24%,18,678,
Cc1ccc(C2N=C(N)Nc3nc(=O)c4ccccc4n32)cc1 (configuration not stated),.,-4%,-10%,3%,3%,i,0.2,-24%,-1.0%,1,785,
COCCCNc1nc(-c2ccncc2)nc2ccccc12,1.0%,-1%,-1%,7%,-1%,i,1.1,0%,-1.5%,.,.,
Cc1c(Br)ccc(NC(=O)CCN2C(=O)C3C4CCC(C4)C3C2=O)c1C (configuration not stated),-3.3%,-5%,-2%,-7%,-4%,i,1.1,-24%,-2.8%,.,.,
O=C(Nc1cccc(-c2nc3ccccc3o2)c1)c1cccnc1,4.8%,6%,3%,-1%,-3%,i,0.4,7%,1.5%,17,743,
COCCCn1c(SCC(=O)OC2CCCCC2)nnc1-c1ccco1,-5.1%,-5%,-1%,13%,1%,i,4.1,-4%,4.6%,.,.,
CCC(C)Nc1nc(N)c([N+](=O)[O-])c(NCCO)n1 (configuration not stated),.,-4%,-4%,5%,-1%,i,0.8,10%,-0.6%,8,760,
O=C(NC1CCCCC1)C1CCCN(c2nnnn2-c2ccccc2)C1 (configuration not stated),-6.3%,2%,-8%,-2%,-1%,i,1.9,-10%,1.7%,-5,767,
CC(C)=C1Cc2ccccc2C1=O,-5.9%,0%,-1%,-7%,-10%,i,0.5,4%,-2.1%,1,720,
CC(C)C(NC(=O)c1ccc(C(C)(C)C)cc1)C(=O)NCCc1ccccn1 (configuration not stated),-3.8%,-3%,-6%,-12%,0%,i,0.2,3%,0.7%,5,665,
CCOC(=O)c1sc(C(=O)OCC)c(OCCO)c1OCCO,-0.2%,-1%,-11%,1%,-3%,i,0.6,-19%,1.1%,.,.,
O=C(CCN1C(=O)COc2ccccc21)N1CCN(c2ccccc2)CC1,-7.2%,6%,-7%,4%,-4%,i,1.1,3%,2.5%,-3,796,
O=C(NCCN1CCN(c2ccccc2)CC1)Nc1cccc(Br)c1,.,7%,-6%,-6%,-6%,i,0.1,15%,-1.2%,-3,845,
COc1cc(C2Nc3ccccc3C(=O)N2c2ccccc2OC)ccc1O (configuration not stated),-4.9%,-4%,-5%,-1%,7%,i,0.5,5%,-3.1%,2,751,
O=C(NNc1c(Cl)cc(Cl)cc1Cl)C1CCC1,-0.9%,2%,-4%,7%,-6%,i,0.5,-7%,-0.1%,-42,563,

# Brought forward from above: 4 entries, then new ones.
SMILES,XIAP displacement,Siah-1 displacement,LYP phosphatase,AID2073,Dengue-2 NS5 capping,Myeloid diff MLP,Myeloid diff MLP GFP+ MAC1+ %,HEK293 NOD2/NF-kB,HIV peptide binding,Lipid droplet,Lipid droplet cells 6.5 µM,others
O=C(CCN1C(=O)COc2ccccc21)N1CCN(c2ccccc2)CC1,-7.2%,6%,-7%,4%,-4%,i,1.1,3%,2.5%,-3,796,
O=C(NCCN1CCN(c2ccccc2)CC1)Nc1cccc(Br)c1,.,7%,-6%,-6%,-6%,i,0.1,15%,-1.2%,-3,845,
COc1cc(C2Nc3ccccc3C(=O)N2c2ccccc2OC)ccc1O (configuration not stated),-4.9%,-4%,-5%,-1%,7%,i,0.5,5%,-3.1%,2,751,
O=C(NNc1c(Cl)cc(Cl)cc1Cl)C1CCC1,-0.9%,2%,-4%,7%,-6%,i,0.5,-7%,-0.1%,-42,563,
CCCc1nnc(SCC(=O)N2CCCCC2C)n1CCCOC (configuration not stated),-3.5%,0%,-8%,24%,-2%,i,0.6,13%,-1.4%,.,.,
CC(C)(C)c1ccc(COc2ccsc2C(=O)O)cc1,-2.1%,0%,-2%,6%,-1%,i,1.7,-33%,-0.6%,7,707,
Cc1ccc(C(=O)O[C@H](C(=O)O)[C@H](OC(=O)c2ccc(C)cc2)C(=O)O)cc1,.,-3%,-9%,5%,1%,i,0.3,14%,2.7%,.,.,
Cc1cccc(NC(=O)C2CC(O)CN2C(=O)OCc2ccccc2)c1 (configuration not stated),-4.6%,2%,-10%,-1%,-1%,i,0.7,13%,1.8%,.,.,
Cc1cccc(-c2noc(CN(C(=O)C(c3ccccc3)c3ccccc3)C(C)C)n2)c1,-5.9%,9%,7%,-7%,-5%,i,3.9,1%,-1.1%,.,.,
CN1C(=O)/C(=C/c2cccc(Cl)c2)Sc2ccc(C(=O)NCc3cccnc3)cc21,-11%,-7%,-2%,?,-3%,i,0.5,17%,-0.1%,-3,761,

# Source: PubChem (several laboratories)

# Some of the compounds tested (hit frequency here may not be typical).
